ERp5 block – inhibitors of ERp5-driven insulin aggregation, primary screen, biochemical, turbidity, absorbance 650 nm, single point; 90 min; inhibition, % at 9.99 µM; actives 0.05% (n = 350,000); AID 651711, 2012;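 active means mean replicate inhibition above about 25%, with every replicate also reaching it, limit read from the data, passing the limit was not always enough; inconclusive means only one of those two criteria met; inactive means neither criterion met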
Target sequence (Q15084 whole entry, looked up): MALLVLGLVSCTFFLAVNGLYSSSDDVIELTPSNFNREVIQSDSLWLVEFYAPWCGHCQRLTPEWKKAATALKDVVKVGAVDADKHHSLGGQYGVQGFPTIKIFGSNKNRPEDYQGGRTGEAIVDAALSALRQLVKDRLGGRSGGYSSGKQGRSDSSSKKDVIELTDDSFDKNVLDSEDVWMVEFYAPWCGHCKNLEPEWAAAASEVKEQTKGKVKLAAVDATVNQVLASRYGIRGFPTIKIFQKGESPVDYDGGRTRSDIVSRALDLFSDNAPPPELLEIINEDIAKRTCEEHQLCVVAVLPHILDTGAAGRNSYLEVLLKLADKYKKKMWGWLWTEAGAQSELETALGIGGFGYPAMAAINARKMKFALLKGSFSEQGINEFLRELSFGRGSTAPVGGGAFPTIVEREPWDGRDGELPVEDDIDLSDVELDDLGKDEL
SIRT5 inh – SIRT5 desuccinylase inhibitors, primary screen, biochemical, fluorescence imaging, single point, set 5. AID 652115, 2013. inhibition, % at 15 µM. NAD-dependent protein deacylase sirtuin-5, mitochondrial (Homo sapiens), Q9NXA8. Purified SirT5, succinyl-peptide AMC, trypsin-coupled fluorescence. actives 1.1% (n = 330,000); in the data active means inhibition above about 15%; inconclusive means no clear call, values can overlap the other calls
Target sequence (Q9NXA8 whole entry, looked up): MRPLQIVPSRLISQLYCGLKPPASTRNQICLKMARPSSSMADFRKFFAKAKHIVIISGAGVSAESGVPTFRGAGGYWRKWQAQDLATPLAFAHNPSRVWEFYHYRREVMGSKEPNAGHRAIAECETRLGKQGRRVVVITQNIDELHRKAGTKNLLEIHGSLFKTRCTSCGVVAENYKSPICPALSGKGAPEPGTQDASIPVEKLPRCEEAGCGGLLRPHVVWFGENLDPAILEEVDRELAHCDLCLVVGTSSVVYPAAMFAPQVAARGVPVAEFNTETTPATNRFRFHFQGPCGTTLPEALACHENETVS
S100A4 inh HTS – inhibitors of S100A4-myosin IIA peptide binding, primary screen, biochemical, fluorescence polarization, TAMRA-MyoIIA peptide | actives 0.14% (n = 360,000) | Protein S100-A4 (Homo sapiens), P26447 | inhibition, % at 10.7 µM;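 active means mean inhibition of at least 70% across replicates, with every replicate also reaching that level; inconclusive means mean inhibition reaches 70% but some replicates fall short; inactive means mean inhibition below 70%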
Target sequence (P26447 whole entry, looked up): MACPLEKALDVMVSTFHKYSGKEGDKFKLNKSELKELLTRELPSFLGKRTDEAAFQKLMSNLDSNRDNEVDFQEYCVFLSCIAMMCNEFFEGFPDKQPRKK
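Material: S100A4 monomer protein | Medium: HEPES pH 7.2 with CaCl2, KCl, NaCl, DTT, Triton | Reagent: Labelled myosin peptide probe, 5 nM | Doses: One dose per compound | Times: 5 min incubation before reading | Benchmarks: Neutral control DMSO, positive control TFP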
PglD inh – C. jejuni PglD acetyltransferase inhibitors, primary screen, biochemical, DTNB colorimetric, single point; actives 0.098% (n = 360,000); purified PglD enzyme, DTNB colorimetric CoA detection; UDP-N-acetylbacillosamine N-acetyltransferase PglD (Campylobacter jejuni); inhibition, % at 12.5 µM; in the data active means inhibition above about 16%, passing the limit was not always enough; inconclusive means no clear call, values can overlap the other calls; further: strong numbers were not always called active
C2C12 statin – suppressors of statin myotoxicity in C2C12 myotubes, primary screen, cell-based, single point, plate reader | C2C12 myotubes + simvastatin, ATP luminescence, 48 h; scaled: DMSO 0, geranylgeraniol control 100 | rescue of ATP level, % at 7.49 µM | actives 0.78% (n = 330,000) | AID 602340, 2012;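 active means mean ATP rescue above about 67%, or every replicate alone reaching that limit, limit read from the data, passing the limit was not always enough; inconclusive means no clear call, values can overlap the other calls; inactive means mean under the limit and some replicate under it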;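 further: myotubes were challenged with 10 µM simvastatin during compound exposure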
E-selectin induc – E-selectin induction in HUVECs, primary screen, imaging, HUVEC, immunofluorescence imaging, single point | P16581 | normalized: neutral wells 0, TNF-alpha wells 100 | activation, % at 7.58 µM | actives 0.37% (n = 260,000) | AID 686992, 2013;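 active means mean E-selectin-positive cell signal at least 10% of the positive control, reached in at least 60% of replicates, without over 20% cell loss; inconclusive means no rule given, readout overlaps actives, possibly toxicity-flagged; inactive means the rest, including those meeting only one limit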;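 further: in these data hits start at about 27%; measured in HUVEC primary endothelial cells; signal is the percent of cells scored E-selectin positive by PE staining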
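Material: HUVEC primary endothelial cells; Amount: 3,000 cells per well; Dosing: single concentration; Medium: EGM-2 growth medium on 0.1% gelatin-coated wells; Read-out basis: percent E-selectin-positive cells; Signal: immunofluorescence imaging; Control set: TNF-alpha, DMSO.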
DENV2 CPE – inhibitors of DENV2 cytopathic effect, primary screen, cell-based, plate reader, single concentration | actives 1.7% (n = 350,000) | CPE inhibition, % at 9.99 µM | DENV2-infected cells, cytopathic effect rescue; in the data active means CPE inhibition above about 20%, passing the limit was not always enough; inconclusive means no clear call, values can overlap the other calls; tested in BHK-21 cells;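 further: 0% = median of neutral control wells and 100% = median of positive control wells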
Numbers without * were called inactive; u = inconclusive; x = no result given; & = joins results of further samples.

molecule,ERp5 block,SIRT5 inh,S100A4 inh HTS,PglD inh,C2C12 statin,E-selectin induc,DENV2 CPE
Cc1nnc(SCC2=C(C(=O)O)N3C(=O)[C@@H](NC(=O)Cn4cnnn4)[C@H]3SC2)s1,3.3,1.1,4.4&-0.5,-0.7&1.3,-4.4&-15.7,x,6.3
CC(O)c1nc2ccccc2n1CCCCOc1ccccc1 (configuration not stated),-3.2,-3.5,1.0,-0.8,-0.4,0.6,-7.9
Cc1ccc(S(=O)(=O)N[C@@H](Cc2ccccc2)C(=O)N2CCC(C(=O)N[C@H](C(=O)O)C(C)O)CC2)cc1 (some centres not stated),1.9,6.3,-10.6,5.7,-3.9,0.1,-7.4
OC(C#CCN1CCCC1)c1ccccc1 (configuration not stated),0.3,0.8,4.9,-3.7,4.0,x,4.4
CC(C)CC(NC(=O)/C(=C/c1ccco1)NC(=O)c1ccc(Br)o1)C(=O)O (configuration not stated),-1.5,4.1,3.7,-5.2,11.3,x,0.2
COC(c1ccccc1)c1nnc(CCC(=O)NCc2ccc3ncccc3c2)o1 (configuration not stated),-0.5,0.2,1.7,x,x,x,-2.3
COc1ccc(CN(C)C[C@H]2Oc3ccc(NS(=O)(=O)c4ccc(Cl)cc4)cc3C(=O)N([C@H](C)CO)C[C@@H]2C)cc1,7.1,3.5,-14.5,1.1,24.0,1.7,-2.4
CCCCc1ccc(NC(=S)Nc2cccnc2)cc1,5.1,3.6,-4.6,x,x,-2.1,0.7
Cn1cc(/C=N/NC(=O)c2ccc(C#N)cc2F)c2ccccc21,2.0,0.7,-3.1,x,0.2,x,3.7
COc1cccc(S(=O)(=O)N2CCCCN3[C@H](CO)[C@@H](c4ccc(C#CC5CC5)cc4)[C@H]3C2)c1,1.9,11.4,-5.9,-2.1,7.0,-0.3,-34.0
Fc1cccc(CNC2CCN(CCc3ccccc3)CC2)c1,0.9,-0.8,-0.4,-10.2,4.0,0.6,18.2
O=C(C[C@@H]1CC[C@H]2[C@@H](COC[C@H](O)CN2Cc2nccs2)O1)NCc1ccc(F)cc1,-2.8,-2.6,22.8,-2.2,-19.7,0.0,1.3
COc1ccc(CC(=O)N/N=C/c2sccc2C)cc1,1.2,-0.6,5.6,1.5,-1.0,-2.0,-2.0
Cc1ccc(S(=O)(=O)Nc2ccc3c(c2)C(=O)N([C@@H](C)CO)C[C@@H](C)[C@@H](CN(C)C(=O)NC2CCCCC2)OCCCC[C@@H](C)O3)cc1,-4.3,11.2,0.1,-1.2,x,-0.1,-2.4
CC(=O)OC1CC[C@@]2(C)C(CCC3C2CC(=O)[C@@]2(C)C3CC3CC(C)=CC(=O)C32)C1 (some centres not stated),-0.9,-3.3,-0.8,-2.7,-4.2,-0.1,8.2
O=C(Nc1ccccc1)Nc1ccc(C(F)(F)F)cn1,-1.4,0.2,-0.7,2.2,4.5,5.5,-4.0
Cc1ccc(S(=O)(=O)N2CCOCC2)cc1NC(=O)COC(=O)c1cc(=O)[nH]c2ccccc12,2.3,-1.8,-2.8,0.1,0.2,-0.3,2.1
Cc1ccc(N(CCC#N)C(=O)CSc2nnc3ccccn23)cc1,1.7,0.2,0.2,-3.8,-8.1,x,-2.4
CN(C)S(=O)(=O)c1ccc(N2CCCC2)c(C(=O)Nc2ccc(F)cc2F)c1,-5.1,1.3,-25.0,x,x,x,-9.5
N#CCSc1ccccc1NC(=O)CN1C(=O)C2CC=CCC2C1=O (configuration not stated),1.6,-0.6,-6.9,-2.0,3.7,-1.5,8.0
Cc1noc(C)c1NC(=O)N(C)C[C@H]1Oc2c(NC(=O)C3CCCCC3)cccc2C(=O)N([C@@H](C)CO)C[C@@H]1C,3.1,0.5,12.9,-1.3,4.7,0.2,10.4
CN(C)/C=N/c1ncc(C(=O)c2ccc(Cl)cc2Cl)s1,2.4,2.2,1.6,x,x,-0.3,-3.0
CN(C)CCNC(=O)c1onc(CSc2ccc(F)cc2)c1C(=O)NCCN(C)C,1.3,1.3,-5.5,0.5,-10.3,0.2,15.4
CC1CCCCC1NC(=O)COC(=O)c1ccc(S(=O)(=O)N2CCOCC2)cc1 (configuration not stated),8.2,1.6,-4.1,-1.1,7.9,x,x

An excerpt taken from the entries so far, as a working copy:
molecule,ERp5 block,SIRT5 inh,S100A4 inh HTS,PglD inh,C2C12 statin,E-selectin induc,DENV2 CPE
Cc1ccc(N(CCC#N)C(=O)CSc2nnc3ccccn23)cc1,1.7,0.2,0.2,-3.8,-8.1,x,-2.4
CN(C)S(=O)(=O)c1ccc(N2CCCC2)c(C(=O)Nc2ccc(F)cc2F)c1,-5.1,1.3,-25.0,x,x,x,-9.5
N#CCSc1ccccc1NC(=O)CN1C(=O)C2CC=CCC2C1=O (configuration not stated),1.6,-0.6,-6.9,-2.0,3.7,-1.5,8.0
Cc1noc(C)c1NC(=O)N(C)C[C@H]1Oc2c(NC(=O)C3CCCCC3)cccc2C(=O)N([C@@H](C)CO)C[C@@H]1C,3.1,0.5,12.9,-1.3,4.7,0.2,10.4
CN(C)/C=N/c1ncc(C(=O)c2ccc(Cl)cc2Cl)s1,2.4,2.2,1.6,x,x,-0.3,-3.0
CN(C)CCNC(=O)c1onc(CSc2ccc(F)cc2)c1C(=O)NCCN(C)C,1.3,1.3,-5.5,0.5,-10.3,0.2,15.4

(continued)
molecule,ERp5 block,SIRT5 inh,S100A4 inh HTS,PglD inh,C2C12 statin,E-selectin induc,DENV2 CPE
O=C(N/N=C/c1cccnc1)c1ccc(NC(=O)C(c2ccccc2)c2ccccc2)cc1,1.8,-0.4,0.5,-1.9,x,-2.0,-3.3
O=C(C1CCCCC1)N1C[C@@H]2[C@H](c3ccccc31)[C@H](CO)N2C(=O)Cc1ccccn1,3.9,5.2,3.5,-0.9,-18.6,0.9,0.4
CC(C)Cc1ccc(CN2CCCC(NC(=O)CCn3cnnn3)C2)cc1 (configuration not stated),-4.8,2.6,0.3,1.1,5.7,u,-4.4
O=C(CCC(=O)N1CCOc2ccc(Cl)cc21)N1CCN(c2ccccn2)CC1,0.9,-4.1,6.2,-3.4,-0.3,-0.6,-3.5
Cc1ccc(S(=O)(=O)N2CCCOC2CNC(=O)C(=O)NCCc2ccco2)cc1 (configuration not stated),3.6,x,-2.3,-3.8,0.1,-0.1,-3.1
COc1cccc(S(=O)(=O)N2C[C@@H](O)COC[C@H]3O[C@H](CC(=O)N4CCN(C)CC4)CC[C@@H]32)c1,-2.0,-2.2,-3.1,-1.6,9.1,-0.2,20.3*
CCN(CC)CCn1c(SCC(=O)Nc2ccc3c(c2)CCC3)nc2ccccc2c1=O,1.0,-2.7,-4.8,-0.9,-4.9,0.7,-1.7
Cc1ccc([N+](=O)[O-])cc1NC(=O)C1CCCC1,-12.1,-0.7,-4.8,4.2,6.2,0.2,10.4
Cc1ccc(/C=N/n2c(-c3ccccn3)n[nH]c2=S)o1,3.2,x,-0.8,x,x,-0.2,0.4
CC1(C(=O)NS(=O)(=O)c2ccc(F)cc2F)CCN1C(=O)c1ccccc1CCc1ccccc1 (configuration not stated),-3.5,-2.9,-5.8,-4.9,2.9,0.2,8.3
CO[C@H]1CN(C)C(=O)c2cc(NC(=O)CC(F)(F)F)ccc2OC[C@@H](C)N(C(C)=O)C[C@@H]1C,1.1,6.0,-16.7,x,x,-0.4,0.3
O=C(C[C@H]1C[C@@H]2c3cc(NC(=O)CC4CC4)ccc3O[C@@H]2[C@H](CO)O1)NCCN1CCCCC1,-7.7,1.1,-2.1,-0.4,6.6,-0.4,-1.7

The list continues:
Labels used below: A = ERp5 block; B = SIRT5 inh; C = S100A4 inh HTS; D = PglD inh; E = C2C12 statin; F = E-selectin induc; G = DENV2 CPE
> CCN1[C@@H]2c3ccc(-c4cccnc4)c(=O)n3C[C@@H]2[C@@H](CO)[C@@H]1C(=O)NCc1ccccc1
  A = 1.5; B = 1.8; C = 35.5; D = -1.4; E = 15.3; F = 0.0; G = -10.3

> N#C[C@@H]1[C@@H](c2ccc(C#Cc3cccc(F)c3)cc2)[C@H](CO)N1C(=O)C1CCCC1
  A = 7.5; B = 5.1; C = -13.4; D = 0.7; E = 53.5; F = 0.0; G = -13.6

> CCOc1ccccc1NC(=O)CCC(=O)Nc1nnc(C2CCCCC2)s1
  A = 3.3; B = -2.3; C = -6.4; D = 0.6; E = 12.7; F = x; G = -5.4

> CCn1cc(C(=O)O)c(=O)c2cnc(N3CCN(C(=S)Nc4ccccc4C(F)(F)F)CC3)nc21
  A = -4.8; B = -0.1; C = -2.5; D = -1.7; E = -2.3; F = 3.9; G = 0.3

> CC(C)NC(=O)Nc1ccc2c(c1)C(=O)N([C@@H](C)CO)C[C@@H](C)[C@@H](CN(C)C(=O)Nc1ccccc1)OCCCC[C@@H](C)O2
  A = -4.1; B = 4.1; C = 4.1; D = 3.1; E = x; F = x; G = -2.9

> CC(C)(C)OC(=O)N1CCC(c2c(C(=O)NCC3CCN(C4CCCC4)C3)cnn2-c2ccc(F)cc2)CC1 (configuration not stated)
  A = 0.3; B = -7.0; C = -10.4; D = -1.3; E = -10.1; F = x; G = 0.2

> COc1cc(O)c(C(CC(=O)N2CCCC(C)C2)c2ccc(N(C)C)cc2)c(OC)c1 (configuration not stated)
  A = 1.6; B = x; C = -8.5; D = 1.7; E = 6.8; F = 0.2; G = 3.4

> CNC[C@H]1Oc2c(NS(C)(=O)=O)cccc2C(=O)N([C@H](C)CO)C[C@H]1C
  A = 7.4; B = -5.0; C = -16.8; D = 0.2; E = -26.6; F = -9.6; G = -5.2

> C[C@H](CO)N1C[C@H](C)[C@H](CN(C)Cc2ccccc2)Oc2ncc(C#Cc3cccnc3)cc2C1=O
  A = 0.2; B = 5.0; C = 11.8; D = 0.3; E = 5.9; F = -0.6; G = 0.4

> CN1C(=O)c2cc(NC(=O)c3cscn3)ccc2OC[C@@H]2O[C@@H](CC(=O)N3CCOCC3)CC[C@H]21
  A = -2.7; B = 0.6; C = 4.8; D = -0.4; E = -0.6; F = 0.2; G = 13.3

> O=C(c1ccccc1)N1CC(=O)N2[C@H](C1)[C@H](c1ccc(C#CC3CC3)cc1)[C@@H]2CO
  A = -2.4; B = -4.7; C = 9.0; D = x; E = x; F = 0.4; G = 8.7

> COc1cc(OC)c(OC)cc1/C=C/c1cc(C(F)(F)F)[nH]c(=O)n1
  A = 0.6; B = 0.0; C = 17.5; D = 0.5; E = 17.4; F = -1.0; G = 3.6

> CCC(=O)N1[C@@H](CO)[C@@H](c2ccccc2)C12CN(C(=O)NC1CCCC1)C2
  A = -1.6; B = -0.6; C = 2.1; D = x; E = x; F = -0.1; G = 14.0

> CCOC(=O)c1[nH]c2ccccc2c1NC(=O)COC
  A = 0.1; B = 1.6; C = -2.6; D = x; E = -4.2; F = 0.4; G = 7.9

> COc1cccc(C(=O)NOCc2ccccc2)c1OC
  A = 1.6; B = -8.2; C = 3.7; D = 0.2; E = -4.5; F = 1.8; G = -8.6

This is a subset. The share of hits here may be higher or lower than overall.
